dFosB act: activators of mouse delta FosB homodimer; P13346; activation, % at 25 µM; 340,000 compounds, 0.99% hits; AID 493131; purified delta FosB, TAMRA-CDK5 oligo fluorescence polarization; percent of positive-control signal above neutral wells;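 active = mean activation above about 17%, with every replicate also reaching it, limit read from the data, passing the limit was not always enough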;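 note: fluorescence polarization rise as delta FosB binds a TAMRA Cdk5 AP-1 oligo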
PfHsp90 set2: reduces growth (ATP signal) of yeast expressing P. falciparum Hsp90 | S. cerevisiae expressing PfHsp90, BacTiter-Glo ATP, 48 h; yeast lacking PDR1 and PDR3 efflux regulators | inhibition, % at 9.4 µM | 310,000 compounds, 0.32% hits;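 active = every replicate shows inhibition above about 80%, whatever the replicate mean, limit read from the data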;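 note: 0% = DMSO neutral controls and 100% = 20 µM radicicol positive controls; yeast relying on Plasmodium falciparum Hsp90 in place of its own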
C-LANA FP: KSHV C-LANA DNA binding inhibition; MBP-C-LANA/FAM-LBS DNA binding, fluorescence polarization; inhibition, % at 9 µM; 340,000 compounds, 0.078% hits;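 active = highest replicate inhibition at or above 60% at 9 µM, even if other replicates fall short; inactive = all replicates below 60% inhibition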;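 note: 0% = neutral control wells and 100% = 4 µM acridine orange control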
RTF Ca sens inh: cardiac RTF calcium desensitization; inhibition, % at 7.15 µM; 340,000 compounds, 0.12% hits; IANBD-labeled cardiac RTF, Ca2+ fluorescence; P19429+P45379;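 active = inhibition above the mean inhibition of all tested compounds plus 3 SD, cut at about 17% in these data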;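 note: assay run at fixed EC70 calcium of 1.6 mM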
SUMO Mot1 rescue: SUMOylation pathway inhibition by Mot1-301 growth rescue. growth rescue, % at 18.8 µM. 320,000 compounds, 1% hits. S. cerevisiae Mot1-301 growth rescue, ATP luminescence, 38.5C; percent above DMSO median, 100 means doubled;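 active = every valid replicate shows activation above 250% relative to neutral control wells; inactive = the rest, any valid replicate at or below 250%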;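 note: OY570 slx delta 5 strain wells were the positive control but not used for scaling; some compounds called inactive have numbers as strong as hits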
CDK5 p35 inh: inhibitors of human CDK5/p35 kinase; Q00535+Q15078; Recombinant CDK5/p35, ADP-Glo luminescence, 60 min; 330,000 compounds, 0.01% hits; inhibition, % at 10 µM; AID 488839;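 active = highest replicate inhibition of at least 50% and at least 75% of replicates reaching 50%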;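 note: plate controls were DMSO neutral control for no effect and GW8510 at 10 µM for full effect; many of its hits are not listed in these tables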
cardiac RTF act: increases calcium sensitivity of human cardiac regulated thin filaments; P19429+P45379; IANBD-labeled TnC RTF fluorescence at EC20 calcium; 0% EC20 calcium, 100% full calcium; activation, % at 7.2 µM; 340,000 compounds, 0.24% hits; AID 493008;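 active = activation above the mean over all tested compounds plus 3 SD, cut at about 30% in these data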;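 note: rise in fluorescence read as greater calcium sensitivity of cardiac thin filaments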
NSD2 HMT inh: NSD2 (human) methyltransferase inhibition; O96028; NSD2 peptide methylation, AlphaScreen, 120 min; inhibition, % at 12.5 µM; 310,000 compounds, 0.54% hits; in the data active = inhibition above about 50%
PvdQ acylase: blocks Pseudomonas aeruginosa PvdQ acylase activity; purified PvdQ acylase, fluorescence plate reader; 340,000 compounds, 0.063% hits; inhibition, % at 10 µM; in the data active = inhibition above about 30%, passing the limit was not always enough;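 note: 0% = vehicle neutral wells and 100% = reference inhibitor wells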
Keap1 Nrf2 FP: inhibitors of human Keap1-Nrf2 protein-protein interaction; Keap1 Kelch-Nrf2 peptide fluorescence polarization, 1536-well; AID 504523; inhibition, % at 9.4 µM; 340,000 compounds, 0.15% hits; in the data active = inhibition above about 12%;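 note: human Keap1 Kelch domain with fluorescein labeled Nrf2 9mer peptide probe; 0% = neutral control wells and 100% = peptide positive control; higher means more block of Keap1 binding to Nrf2 peptide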
Target sequence (Q14145 whole entry, looked up, the tested form may be a part): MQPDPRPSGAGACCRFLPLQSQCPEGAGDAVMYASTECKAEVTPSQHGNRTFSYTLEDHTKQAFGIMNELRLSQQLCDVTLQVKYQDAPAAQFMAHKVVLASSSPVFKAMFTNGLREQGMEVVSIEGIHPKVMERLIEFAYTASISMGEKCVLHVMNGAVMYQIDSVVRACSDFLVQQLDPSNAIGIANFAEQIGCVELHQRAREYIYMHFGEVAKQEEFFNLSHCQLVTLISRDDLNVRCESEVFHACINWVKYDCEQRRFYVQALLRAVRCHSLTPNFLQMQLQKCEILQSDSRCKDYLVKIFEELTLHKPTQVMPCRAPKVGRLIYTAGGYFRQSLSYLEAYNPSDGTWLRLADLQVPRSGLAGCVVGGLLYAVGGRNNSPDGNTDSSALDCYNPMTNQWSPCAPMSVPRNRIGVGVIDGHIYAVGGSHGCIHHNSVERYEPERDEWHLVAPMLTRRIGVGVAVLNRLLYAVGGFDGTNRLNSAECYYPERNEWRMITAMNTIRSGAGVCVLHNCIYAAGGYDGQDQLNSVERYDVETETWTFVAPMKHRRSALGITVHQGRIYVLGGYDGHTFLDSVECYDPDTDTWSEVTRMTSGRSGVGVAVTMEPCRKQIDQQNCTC
Rtt109 HAT inh: C. albicans Rtt109 histone acetyltransferase inhibition; Q5AAJ8; purified Rtt109/Vps75, ThioGlo CoA-SH fluorescence, 4 h; inhibition, % at 34.9 µM; 330,000 compounds, 0.16% hits;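 active = inhibition of at least 50% in every replicate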
Target sequence (Q5AAJ8 whole entry, looked up): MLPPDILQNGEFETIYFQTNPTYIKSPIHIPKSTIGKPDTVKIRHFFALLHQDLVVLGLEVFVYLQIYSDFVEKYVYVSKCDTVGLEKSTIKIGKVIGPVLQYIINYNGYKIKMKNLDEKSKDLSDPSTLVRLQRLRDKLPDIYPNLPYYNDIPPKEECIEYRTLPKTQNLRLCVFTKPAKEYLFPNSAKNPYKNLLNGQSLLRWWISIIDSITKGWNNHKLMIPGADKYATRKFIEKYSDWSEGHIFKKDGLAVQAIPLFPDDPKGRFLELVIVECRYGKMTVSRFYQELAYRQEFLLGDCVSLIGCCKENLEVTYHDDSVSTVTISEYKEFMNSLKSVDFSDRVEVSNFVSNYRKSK
The depositor's hits bear a star.

How did CC(C)(C)OC(=O)C[C@H]1C/C=C\C[C@@H](CC(=O)N(CCO)Cc2ccccc2)C(=O)NC[C@@H](c2ccccc2)OC1=O do in these assays?
dFosB act: -21; PfHsp90 set2: -3; C-LANA FP: -1.6; RTF Ca sens inh: -10; SUMO Mot1 rescue: -8; CDK5 p35 inh: -0.6; cardiac RTF act: 0; PvdQ acylase: -17; Keap1 Nrf2 FP: -1; Rtt109 HAT inh: -2

How did O=C(CCNS(=O)(=O)c1ccc(OC(F)(F)F)cc1)N1CCCC1 do in these assays?
dFosB act: 1; PfHsp90 set2: 13; C-LANA FP: 0.5; RTF Ca sens inh: -12; CDK5 p35 inh: -0.9; cardiac RTF act: 0; NSD2 HMT inh: 0; PvdQ acylase: -14; Keap1 Nrf2 FP: -1; Rtt109 HAT inh: -5

How did O=C1c2ccccc2C(Nc2ccccc2F)N1c1cccnc1 (stereo not given) do in these assays?
dFosB act: -3; PfHsp90 set2: 4; C-LANA FP: 0.8; RTF Ca sens inh: 4; SUMO Mot1 rescue: -7; CDK5 p35 inh: -0.6; cardiac RTF act: -2; PvdQ acylase: 10; Keap1 Nrf2 FP: 2; Rtt109 HAT inh: -1

How did Cc1ccc(Cn2nnc3c(=O)[nH]c(C4CCN(C(=O)c5cccs5)CC4)nc32)cc1 do in these assays?
dFosB act: -6; PfHsp90 set2: 6; C-LANA FP: -3.4; RTF Ca sens inh: -5; SUMO Mot1 rescue: -8; CDK5 p35 inh: -3.6; cardiac RTF act: 0; NSD2 HMT inh: 0; PvdQ acylase: -15; Keap1 Nrf2 FP: 0; Rtt109 HAT inh: 2

How did CC(C)(C)C(=O)Nc1ccc(C(=O)N/N=C/C2CC3C=CC2C3)cc1 (stereo not given) do in these assays?
dFosB act: -3; PfHsp90 set2: -8; C-LANA FP: 1.1; RTF Ca sens inh: 11; SUMO Mot1 rescue: 3; CDK5 p35 inh: -0.8; cardiac RTF act: -5; NSD2 HMT inh: 0; PvdQ acylase: 1; Keap1 Nrf2 FP: -4

How did COc1ccc(NC(=O)N(C)C[C@H]2Oc3ccc(NS(=O)(=O)c4cccs4)cc3C(=O)N([C@@H](C)CO)C[C@@H]2C)cc1 do in these assays?
dFosB act: 5; PfHsp90 set2: -22; C-LANA FP: -1.7; RTF Ca sens inh: 6; SUMO Mot1 rescue: -21; CDK5 p35 inh: -1.5; cardiac RTF act: 2; PvdQ acylase: -8; Keap1 Nrf2 FP: -4; Rtt109 HAT inh: -2

Results for CCCC1CCc2c(sc(NC(=O)OCC)c2C#N)C1 (stereo not given) ?
dFosB act: -3; PfHsp90 set2: -19; C-LANA FP: 1.3; RTF Ca sens inh: 9; SUMO Mot1 rescue: -4; CDK5 p35 inh: -1.2; cardiac RTF act: -2; PvdQ acylase: -9; Keap1 Nrf2 FP: -5; Rtt109 HAT inh: 6

How did O=C(Cn1c(=O)oc2cc(S(=O)(=O)N3CCCCC3)ccc21)N1CCc2ccccc21 do in these assays?
dFosB act: 6; PfHsp90 set2: -4; C-LANA FP: 2.9; RTF Ca sens inh: -5; SUMO Mot1 rescue: 16; CDK5 p35 inh: -1.6; cardiac RTF act: -1; PvdQ acylase: -13; Keap1 Nrf2 FP: 2; Rtt109 HAT inh: -1

What do the screens show for `COc1cc(/C=C/C(=O)O)cc(S(=O)(=O)NCC2CCCO2)c1OC` (stereo not given)?
dFosB act: 6; PfHsp90 set2: 10; C-LANA FP: -0.9; RTF Ca sens inh: -10; SUMO Mot1 rescue: 7; CDK5 p35 inh: -1.7; cardiac RTF act: -3; NSD2 HMT inh: -2; PvdQ acylase: -22; Keap1 Nrf2 FP: -4; Rtt109 HAT inh: 1

What do the screens show for `COc1ccccc1-n1cnc2cc(NCc3ccccc3O)ccc21`?
dFosB act: -7; PfHsp90 set2: -9; C-LANA FP: 1.0; RTF Ca sens inh: -1; SUMO Mot1 rescue: -3; CDK5 p35 inh: -0.4; cardiac RTF act: 8; PvdQ acylase: 5; Keap1 Nrf2 FP: -3; Rtt109 HAT inh: 30

Results for CN(CC(=O)Nc1ccc(N2CCOCC2)cc1)C(=O)c1cc2c(s1)CCCC2 ?
dFosB act: -12; PfHsp90 set2: 5; C-LANA FP: -0.1; RTF Ca sens inh: -3; SUMO Mot1 rescue: 46; CDK5 p35 inh: -0.4; cardiac RTF act: 2; NSD2 HMT inh: 2; PvdQ acylase: -11; Keap1 Nrf2 FP: 0; Rtt109 HAT inh: 0

What do the screens show for `CCNc1nc(NCC)n2c(SCC(=O)Nc3ccccc3)nnc2n1`?
dFosB act: 0; PfHsp90 set2: -7; C-LANA FP: -0.8; RTF Ca sens inh: -5; SUMO Mot1 rescue: 23; CDK5 p35 inh: 0.2; cardiac RTF act: 3; NSD2 HMT inh: -1; PvdQ acylase: -6; Keap1 Nrf2 FP: 3; Rtt109 HAT inh: -16

How did COc1ccc(C(=O)Nc2ccccc2N2CCOCC2)cc1S(=O)(=O)N1CCOCC1 do in these assays?
dFosB act: -6; PfHsp90 set2: 13; C-LANA FP: -1.3; RTF Ca sens inh: -2; SUMO Mot1 rescue: -4; CDK5 p35 inh: -9.1; cardiac RTF act: 8; PvdQ acylase: -22; Keap1 Nrf2 FP: -6; Rtt109 HAT inh: -3

How did COC(=O)c1c(N2C(=O)CC(Sc3ncccc3C(=O)O)C2=O)sc(C)c1C (stereo not given) do in these assays?
dFosB act: 0; PfHsp90 set2: 7; C-LANA FP: -1.6; RTF Ca sens inh: -10; SUMO Mot1 rescue: 116; CDK5 p35 inh: -0.3; cardiac RTF act: 4; NSD2 HMT inh: 22; PvdQ acylase: -9; Keap1 Nrf2 FP: -1; Rtt109 HAT inh: -11

How did O=C(O)CCN1C(=O)/C(=C\c2ccc(OCc3ccccc3)c(OCc3ccccc3)c2)SC1=S do in these assays?
dFosB act: -16; PfHsp90 set2: -2; C-LANA FP: 3.7; RTF Ca sens inh: -10; SUMO Mot1 rescue: -7; CDK5 p35 inh: 0.1; cardiac RTF act: -9; NSD2 HMT inh: 3; PvdQ acylase: -9; Keap1 Nrf2 FP: -3; Rtt109 HAT inh: 1

How did Cc1ccc(CN(C)C(=O)C2CCC(=O)N(C3CCCCCC3)C2)cc1 (stereo not given) do in these assays?
dFosB act: -7; PfHsp90 set2: 22; C-LANA FP: 2.0; RTF Ca sens inh: 1; SUMO Mot1 rescue: -1; CDK5 p35 inh: 2.2; cardiac RTF act: 0; NSD2 HMT inh: 0; PvdQ acylase: -18; Keap1 Nrf2 FP: -5; Rtt109 HAT inh: -3

What do the screens show for `COc1ccc(S(=O)(=O)N(C)CC(=O)N2CCCCCC2)cc1OC`?
dFosB act: -3; PfHsp90 set2: -7; C-LANA FP: -1.2; RTF Ca sens inh: 3; SUMO Mot1 rescue: 11; CDK5 p35 inh: 0.9; cardiac RTF act: -2; NSD2 HMT inh: 0; PvdQ acylase: 3; Keap1 Nrf2 FP: 2; Rtt109 HAT inh: -2

What do the screens show for `S=C(NCc1ccco1)Nc1ccc(Cl)cn1`?
dFosB act: 2; PfHsp90 set2: -10; C-LANA FP: -1.7; RTF Ca sens inh: 0; SUMO Mot1 rescue: 14; CDK5 p35 inh: -0.1; cardiac RTF act: -3; NSD2 HMT inh: 0; PvdQ acylase: 2; Keap1 Nrf2 FP: 1; Rtt109 HAT inh: -2

Results for Fc1ccc2cnc(-c3ccccc3)c(-c3cccc(C(F)(F)F)c3)c2c1 ?
dFosB act: -1; PfHsp90 set2: -5; C-LANA FP: 4.0; RTF Ca sens inh: -7; SUMO Mot1 rescue: 14; CDK5 p35 inh: -0.8; cardiac RTF act: 1; PvdQ acylase: 1; Keap1 Nrf2 FP: -11; Rtt109 HAT inh: 0

What do the screens show for `CCn1cc(C(=O)NN)c(=O)c2cc(F)c(N3CCOCC3)cc21`?
dFosB act: -1; PfHsp90 set2: 5; C-LANA FP: 3.1; RTF Ca sens inh: -6; SUMO Mot1 rescue: -9; CDK5 p35 inh: -1.0; cardiac RTF act: 2; NSD2 HMT inh: -3; PvdQ acylase: -10; Rtt109 HAT inh: 11

Results for Cc1cc2cc(CNS(=O)(=O)c3ccccc3)ccc2n1C ?
dFosB act: -14; PfHsp90 set2: -5; C-LANA FP: -2.1; RTF Ca sens inh: -7; SUMO Mot1 rescue: 196; CDK5 p35 inh: -0.8; cardiac RTF act: -2; PvdQ acylase: -3; Keap1 Nrf2 FP: 2; Rtt109 HAT inh: -11

How did COc1cc(NC(=O)c2c(F)c(F)c(OC)c(F)c2F)ccc1NC(=O)c1cccs1 do in these assays?
dFosB act: -7; PfHsp90 set2: 18; C-LANA FP: 0.9; RTF Ca sens inh: 2; SUMO Mot1 rescue: 2; CDK5 p35 inh: -1.1; cardiac RTF act: -7; NSD2 HMT inh: 12; PvdQ acylase: 3; Keap1 Nrf2 FP: -2; Rtt109 HAT inh: 1

Results for O=C(NCCc1c[nH]c2ccccc12)c1cccc(S(=O)(=O)Nc2ccccc2Cl)c1 ?
dFosB act: 5; PfHsp90 set2: -10; C-LANA FP: -1.9; RTF Ca sens inh: -1; SUMO Mot1 rescue: 12; CDK5 p35 inh: 2.1; cardiac RTF act: -6; NSD2 HMT inh: 1; PvdQ acylase: -9; Keap1 Nrf2 FP: -1; Rtt109 HAT inh: -7

Results for NC(=O)COc1c(-c2ccc(Br)o2)oc2ccccc2c1=O ?
dFosB act: -28; PfHsp90 set2: -8; C-LANA FP: -1.1; RTF Ca sens inh: -4; SUMO Mot1 rescue: -32; CDK5 p35 inh: 0.3; cardiac RTF act: -4; NSD2 HMT inh: -3; PvdQ acylase: -6; Keap1 Nrf2 FP: -3; Rtt109 HAT inh: 0

What do the screens show for `Cc1ccccc1Cn1c(CN2CCc3ccccc3C2)nc2c1c(=O)n(C)c(=O)n2C`?
dFosB act: -16; PfHsp90 set2: -9; C-LANA FP: 0.2; RTF Ca sens inh: -6; SUMO Mot1 rescue: 32; CDK5 p35 inh: -2.5; cardiac RTF act: 1; NSD2 HMT inh: 1; PvdQ acylase: -1; Keap1 Nrf2 FP: -8; Rtt109 HAT inh: 0

Results for O=C(NC1CC1)C1C2C3C4CC5C3C5C4C12 (stereo not given) ?
dFosB act: 0; PfHsp90 set2: 0; C-LANA FP: 0.4; RTF Ca sens inh: 8; SUMO Mot1 rescue: 4; CDK5 p35 inh: -4.3; cardiac RTF act: 3; NSD2 HMT inh: -1; PvdQ acylase: -16; Keap1 Nrf2 FP: -1; Rtt109 HAT inh: 3

How did CCOC(=O)CNC(=S)N(Cc1ccccc1)Cc1cccs1 do in these assays?
dFosB act: 1; PfHsp90 set2: 1; C-LANA FP: 7.9; RTF Ca sens inh: -4; SUMO Mot1 rescue: 9; CDK5 p35 inh: 1.9; cardiac RTF act: 4; NSD2 HMT inh: 7; PvdQ acylase: 11; Keap1 Nrf2 FP: -3; Rtt109 HAT inh: 14

High-throughput results deposited in PubChem BioAssay by several laboratories.
